Screening data as filed in PubChem BioAssay.
Pol iota inh – DNA polymerase iota (human) inhibition; 390,000 compounds, 1% hits; Q9UNA4; Pol iota fluorescent replication assay, 10 min; Potency, µM (titrated, usually from 115 µM), without a hit: at the top dose activity, negative = inhibition, usual class: inhibitors; AID 588590
Target sequence (Q9UNA4 whole entry, looked up): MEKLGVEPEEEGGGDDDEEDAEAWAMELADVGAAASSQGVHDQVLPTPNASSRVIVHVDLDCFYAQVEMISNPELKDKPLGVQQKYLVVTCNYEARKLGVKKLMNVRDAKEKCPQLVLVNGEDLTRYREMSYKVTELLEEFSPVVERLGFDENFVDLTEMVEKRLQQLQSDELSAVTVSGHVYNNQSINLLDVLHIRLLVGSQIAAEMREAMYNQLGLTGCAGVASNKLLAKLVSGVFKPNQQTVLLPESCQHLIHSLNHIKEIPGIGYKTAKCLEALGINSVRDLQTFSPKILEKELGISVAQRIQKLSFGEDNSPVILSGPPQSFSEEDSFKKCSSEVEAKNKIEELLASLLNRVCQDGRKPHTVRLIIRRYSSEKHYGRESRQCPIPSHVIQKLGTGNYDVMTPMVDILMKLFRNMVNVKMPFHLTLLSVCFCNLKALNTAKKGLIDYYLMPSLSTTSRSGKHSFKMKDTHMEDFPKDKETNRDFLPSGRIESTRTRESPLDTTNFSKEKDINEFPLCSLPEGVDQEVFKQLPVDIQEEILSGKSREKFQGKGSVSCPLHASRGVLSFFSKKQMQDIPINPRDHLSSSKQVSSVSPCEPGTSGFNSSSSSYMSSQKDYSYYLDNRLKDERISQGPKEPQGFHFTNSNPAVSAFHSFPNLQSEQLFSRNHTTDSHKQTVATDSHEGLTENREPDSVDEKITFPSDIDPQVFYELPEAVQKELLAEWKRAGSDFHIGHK
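Pol iota at 10 nM preincubated 15 min with compounds at room temperature; reaction started with fluorescent substrate, 50 nM final. Fluorescence read kinetically at 0 and 10 min; buffer-only wells as negative control.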
APEX1 inh – inhibitors of human APE1 endonuclease. AID 2517. 350,000 compounds, 0.35% hits. P27695. recombinant APE1, TAMRA/BHQ-2 abasic DNA cleavage fluorescence. Potency, µM (highest dose often 65.8 µM), for the others: at the top dose activity change, negative = inhibition, hits mostly inhibitors;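 also: plate controls were vehicle for no effect and reference inhibitor for full effect; nearly all actives have a fitted effect of over 55% in size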
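Activity was derived from the fluorescence gain between first and third kinetic reads (60 s intervals, ex 525/em 598 nm) after 50 nM THF-abasic TAMRA/BHQ-2 duplex was added to 0.75 nM APE1 preincubated 15 min with compound.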
Apoferritin bind – candidate novel general anesthetic via apoferritin binding; P02791; apoferritin/1-aminoanthracene competitive binding, fluorescence; Potency, µM (doses to about 77.5 µM), for the others: at the top dose activity change, negative = displacement, most hits filed as inhibitors; 350,000 compounds, 0.074% hits; AID 485281; also: % is scaled to controls: 0 for no effect and ±100 for the full control effect; nearly all actives have a fitted effect of over 20% in size
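Apoferritin-based anesthetic binding model; compound displacement of fluorescent 1-AMA measured as endpoint fluorescence after 10 minutes at room temperature, scaled to free-ligand and complex controls.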
Pol eta inh – DNA polymerase eta (human) inhibition | Q9Y253 | recombinant Pol eta, fluorescent DNA replication assay | Potency, µM (series often up to 114 µM), without a hit: at the top dose activity change, negative = inhibition, most hits filed as inhibitors | 390,000 compounds, 1.2% hits; also: % is scaled to controls: 0 for no effect and ±100 for the full control effect
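Fluorescent replication assay: 50 nM final substrate added after a 15 min room-temperature compound preincubation with 10 nM enzyme. Signal taken at 0 min and again at 10 min.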
BLM inh – blocks DNA unwinding by human BLM helicase. 350,000 compounds, 0.2% hits. AID 2528. recombinant BLM DNA unwinding, fluorescence dequenching. Potency, µM (titrated, usually from 56.1 µM), inactives show top-dose activity change, negative = inhibition, actives largely listed as inhibitors;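 also: plate controls were vehicle for no effect and no enzyme for full effect; nearly all actives have a fitted effect of over 35% in size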
Pol beta inh – blocks human DNA polymerase beta activity | P06746 | Pol beta primer extension/strand displacement, fluorescence kinetic | Potency, µM (top dose mostly 114 µM), inactives show at the top dose activity change, negative = inhibition, most hits filed as inhibitors | 340,000 compounds, 1.3% hits; also: % is scaled to controls: 0 for no effect and ±100 for the full control effect
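Values derive from four-parameter Hill fits of normalized kinetic data: reads at 0 and 10 min following addition of 50 nM substrate to 10 nM Pol beta preincubated 15 min with compound.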
BAZ2B inh – BAZ2B (human) inhibition; Q9UIF8; AlphaScreen BAZ2B-H3K14Ac peptide displacement; Potency, µM (doses to about 114 µM), for inactives: at the top dose activity change, negative = inhibition, usual class: inhibitors; 360,000 compounds, 4.4% hits; AID 504333; also: % is scaled to controls: 0 for no effect and ±100 for the full control effect; nearly all actives have a fitted effect of over 60% in size
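BAZ2B 50 nM plus b-H3(5-23)K14Ac 50 nM, PBS pH 7.4/0.01% Tween-20, 30 min RT; compound added (max 110 uM), 30 min RT; streptavidin donor/Ni-chelate acceptor beads 10 ug/mL final, 20 min dark; AlphaScreen read.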
G9a inh – G9a (human) methyltransferase inhibition; G9a H3K9 monomethylation, AlphaScreen, 2 h; Potency, µM (doses to about 102 µM), for the others: top-dose activity, negative = inhibition, actives largely listed as inhibitors; 350,000 compounds, 8.8% hits; AID 504332; also: % is scaled to controls: 0 for no effect and ±100 for the full control effect; nearly all actives have a fitted effect of over 75% in size
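Quantitative HTS format: methyltransferase activity on a biotin-tagged H3K9 peptide is measured by AlphaScreen, using a rabbit anti-monomethyl-H3K9 antibody with streptavidin donor and anti-IgG acceptor beads. Final levels are 20 nM enzyme, 500 nM peptide, 20 uM SAM; 2 h RT.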
Pol kappa inh – blocks human DNA polymerase kappa activity. purified Pol kappa, fluorescent DNA synthesis assay, 10 min. Q9UBT6. 400,000 compounds, 0.53% hits. Potency, µM (top dose mostly 107 µM), inactives show at the top dose activity, negative = inhibition, usual class: inhibitors; also: % is scaled to controls: 0 for no effect and ±100 for the full control effect
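50 nM final substrate added after 15 min RT preincubation of 10 nM Pol kappa with compound; fluorescence read at 0 and 10 min.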
An asterisk follows results filed as active; ? = inconclusive; . = no result given; [ ] = another dose, or the depositor's remark. Calls follow the shape of the dose curve; as a rule, active = well fitted curve in the direction sought with a large enough effect; inconclusive = small, poorly fitted or top-dose-only effect, or another doubt; inactive = no such curve, though single readings can be large; an effect the other way counts as inactive or inconclusive. Potency is read from the fitted curve at half-maximal effect. Some of the compounds tested, so the mix of outcomes need not match the whole.

Below each compound – Pol iota inh | APEX1 inh | Apoferritin bind | Pol eta inh | BLM inh | Pol beta inh | BAZ2B inh | G9a inh | Pol kappa inh
COc1ccccc1OCc1nc(-c2cccc(C)c2)no1
→ ? | . | -10% | -26% | -5% | 4% | 358%[activator] | 195%[activator][59 µM] | -11%
Cc1ccc(S(=O)(=O)NCC2CCC(C(=O)NCc3ccc4c(c3)OCO4)CC2)cc1 (stereo not drawn)
→ 9% | 4% | 1% | 2% | -2% | -2% | -12% | -23%[59 µM] | 6%
O=C(NCCCN1CCOCC1)c1ccc(CS(=O)(=O)c2cccc(C(F)(F)F)c2)o1
→ 13% | 1% | -8% | -4% | -1% | -4% | -4% | 11%[0.0925 µM] | -2%
Cc1cccc(CNC(=O)c2ccc(NC(=O)N3CC(C)Sc4ccccc43)cc2)c1 (stereo not drawn)
→ 5% | . | -6% | -1% | -4% | 3% | -2% | 8%[59 µM] | -3%
Cc1ccc(S(=O)(=O)Nc2cc3c(cc2NCc2ccccc2)n(C)c(=O)n3C)cc1
→ 23% | . | -14% | -10% | -3% | -2% | -31% | 16µM* | 7%
Cc1ccc(NC(=O)CSc2nnc(Cn3c(=O)sc4ccccc43)n2C)cc1
→ -24% | 2% | 0% | -10% | 2% | 77% | 10% | -4%[59 µM] | 8%
COc1ccc(/C=C(\NC(=O)c2ccccc2)C(=O)N2CCC(C)CC2)cc1
→ 48%[activator] | -14% | . | -7% | . | . | -5% | -16%[0.501 µM] | -2%
O=[N+]([O-])c1cccc(NC(=S)N2CCCC2)c1
→ 46%[activator] | -12% | -7% | -19% | 2% | 21% | -13% | . | -9%
CSCc1ccc(C(=O)NCc2ccccc2)cc1
→ 17% | -3% | -16% | -8% | 7% | -1% | -33% | 6%[59 µM] | 0%
Cc1ccc(C)c(NC(=O)C2CC(O)CN2C(=O)OC(C)(C)C)c1 (stereo not drawn)
→ 4% | -5% | -4% | -16% | 0% | 32%[activator] | -26% | 32%[59 µM] | 3%
COc1ccc(N2CCN(c3cc(C)c4cccc(C)c4n3)CC2)cc1
→ 185%[activator] | -6% | -1% | -10% | -4% | 19% | ? | 13µM* | -1%
O=C(N/N=C\c1ccc(CNS(=O)(=O)c2ccccc2)o1)C(=O)Nc1ccc(F)cc1
→ 8% | 0% | -14% | -12% | -1% | 17% | -4% | -8% | -10%
O=[N+]([O-])c1ccc(Cl)cc1N1CCOCC1
→ 48%[activator] | 16% | -17% | 3% | -2% | 3% | -12% | -1%[0.501 µM] | -12%
COc1ccc(CCN2CC(C(=O)Nc3nnc(Cc4ccccc4)s3)CC2=O)cc1OC (stereo not drawn)
→ -4% | 7% | . | -8% | . | . | 5% | 7%[12.7 µM] | -8%
Cc1c(-c2ccccc2)sc2nc[nH]c(=S)c12
→ 164%[activator] | 0% | -1% | -7% | -4% | 1% | 0% | 28% | -14%
COc1ccc(-n2nnc3c(=O)n(CC(=O)Nc4cc(C)on4)cnc32)cc1
→ 58%[activator] | 0% | -3% | -16% | -5% | -13% | -22% | -27% | -2%
OC1CCCN(c2c3c(nc4cc(-c5cccc(Cl)c5)nn24)CCC3)C1 (stereo not drawn)
→ ? | 2% | 2% | 2% | 0% | -13% | 7% | 1%[59 µM] | -13%
Cc1cccn2c(=O)c3cc(S(=O)(=O)c4ccc(F)cc4)c(=N)n(Cc4ccco4)c3nc12
→ 11µM* | -1% | 89%[activator] | -8% | -14% | ? | -1% | -6% | ?
COc1ccc(CNC(=O)C2CCN(c3nnc(C)c4c(C)n(-c5ccc(C)cc5)nc34)CC2)cc1
→ 2% | . | ? | -13% | -8% | -7% | ? | ? | 9%
Cc1ccc(-c2nnn(CC(=O)N(CC3CCCO3)C(C(=O)NC3CCCCC3)c3ccc(F)cc3)n2)o1 (stereo not drawn)
→ -2% | ? | -12% | -4% | -2% | 7% | -6% | 8%[59 µM] | -3%
Cc1cccc(NC(=O)c2ccc([N+](=O)[O-])s2)n1
→ -4% | 4% | -12% | 1% | -2% | 33% | ? | 13%[59 µM] | -13%
CN1C(CC(=O)Nc2ccc(Br)cc2)c2ccccc2CC1(C)C (stereo not drawn)
→ 101%[activator] | 7% | -18% | ? | -8% | 4% | -24% | -13% | -4%
COCCCC1CCN(Cc2nc(-c3ccccc3)no2)CC1
→ 31%[activator] | 0% | -10% | -18% | -4% | ? | 0% | 14% | 0%
NC(=O)c1ncn([C@H]2O[C@@H](CO)[C@@H](O)[C@@H]2O)n1
→ . | 0%[21 µM] | -4%[29.3 µM] | . | -1%[21.4 µM] | . | . | 16%[21.5 µM] | -4%[12 µM]
O=C1C2C3C=CC(C3)C2C(=O)N1c1ccc2ccccc2c1 (stereo not drawn)
→ 11% | 41%[activator] | ? | -12% | -2% | 15% | -19% | 10% | -1%
CC(C)CN(C(=O)COC(=O)c1ccc(C#N)cc1)C1CCS(=O)(=O)C1 (stereo not drawn)
→ 77%[activator] | 45% | . | -9% | . | . | -1% | -1%[12.7 µM] | -9%
O=C(COc1ccc2c(-c3ccccc3)cc(=O)oc2c1)NCc1ccccn1
→ 22% | -10% | -14% | 0% | 6% | 4% | -3% | . | 1%
COc1ccccc1CNS(=O)(=O)c1cc(Br)cc2c1N(C(C)=O)C(C)C2 (stereo not drawn)
→ -11% | . | -13% | -13% | 1% | -18% | -1% | 3%[59 µM] | -10%
Cc1cccc(CSC2=NCCN2C(=O)c2ccc(S(=O)(=O)N(C)C)cc2)c1
→ 1% | -5% | -7% | -18% | -4% | 0% | -18% | 8% | -6%
Cc1cc(C)c2c(n1)SCCN2C(=O)Nc1ccc(C(=O)Nc2ccc(C(C)C)cc2)cc1
→ 20% | . | -8% | -6% | -11% | 4% | -7% | -22%[59 µM] | 2%
COc1cc(C(=O)N2CC(=O)Nc3ccc(C)cc3C2c2ccc(F)cc2)cc(OC)c1OC (stereo not drawn)
→ -6% | . | -15% | -11% | -2% | 1% | 4% | -1%[59 µM] | -1%
COc1cccc(S(=O)(=O)NCc2ccc(C(=O)NCc3ccccn3)cc2)c1
→ 17% | 8% | -4% | -15% | 0% | 41% | -2% | . | -10%
Cc1cc(C(=O)NN=Cc2c(C)[nH]c3ccccc23)c(C)o1
→ -13% | -20% | . | -20% | . | . | . | . | -8%
CC(C)c1ccc(OCC(=O)NNC(=S)NC(=O)c2ccco2)c(Br)c1
→ 50%[activator] | 11% | -5% | -14% | -4% | 2% | 4% | 62%[activator] | -3%
Cc1ccccc1-c1ccnc2c(-c3ccc(F)cc3)c(C)nn12
→ 0% | . | -5% | -14% | -9% | 0% | -7% | -1%[59 µM] | -12%
CN(C)/C=N/c1nc(-c2ccc3ccccc3c2)cs1
→ 25% | -19% | -6% | -17% | -3% | 37% | ? | -9%[2.33 µM] | -6%
Cc1ccc(C(=O)COc2ccccc2-c2ccccc2)cc1
→ -4% | -7% | -20% | -16% | -11% | -13% | 129%[activator] | 216%[activator][59 µM] | 0%
O=C(C1CCN(S(=O)(=O)N2CCC3(CC2)OCCO3)CC1)N1CCOCC1
→ 19% | 4% | -9% | -9% | -1% | 3% | 7% | 12% | -5%
CC(=O)Nc1ccc(SCC(=O)Nc2ccccc2Oc2ccccc2)cc1
→ 4% | -3% | -3% | -15% | -3% | -1% | 2% | ? | -11%
